Pol iota inh: DNA polymerase iota (human) inhibition; Pol iota fluorescent replication assay, 10 min; Potency, µM (highest dose often 115 µM), without a hit: top-dose activity, negative = inhibition, most hits filed as inhibitors; 390,000 compounds, 1% hits; AID 588590; note: potency is the fitted concentration of half-maximal effect
Target sequence (Q9UNA4 whole entry, looked up): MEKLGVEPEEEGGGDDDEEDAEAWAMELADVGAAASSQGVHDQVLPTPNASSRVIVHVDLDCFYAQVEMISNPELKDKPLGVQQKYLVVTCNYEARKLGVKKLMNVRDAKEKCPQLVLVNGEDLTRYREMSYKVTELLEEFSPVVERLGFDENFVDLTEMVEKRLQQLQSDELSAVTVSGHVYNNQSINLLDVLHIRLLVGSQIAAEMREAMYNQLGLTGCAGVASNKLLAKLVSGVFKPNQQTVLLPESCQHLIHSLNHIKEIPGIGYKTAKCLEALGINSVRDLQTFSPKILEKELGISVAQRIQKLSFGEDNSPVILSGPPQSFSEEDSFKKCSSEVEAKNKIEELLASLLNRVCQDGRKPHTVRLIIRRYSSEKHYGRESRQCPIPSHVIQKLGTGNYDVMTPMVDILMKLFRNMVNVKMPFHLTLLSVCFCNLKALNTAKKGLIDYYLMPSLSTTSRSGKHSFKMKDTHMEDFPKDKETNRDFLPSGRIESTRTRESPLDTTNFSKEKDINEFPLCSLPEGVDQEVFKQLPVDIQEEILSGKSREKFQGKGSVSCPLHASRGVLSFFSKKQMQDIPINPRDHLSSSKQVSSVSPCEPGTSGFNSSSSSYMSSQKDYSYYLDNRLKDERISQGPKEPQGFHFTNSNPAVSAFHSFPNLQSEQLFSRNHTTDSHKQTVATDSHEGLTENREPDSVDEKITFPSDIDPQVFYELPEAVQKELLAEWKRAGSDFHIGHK
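Fluorescent replication assay read twice, at 0 min and 10 min after adding 50 nM (final) substrate. Enzyme (10 nM) and compounds were first incubated 15 min at room temperature; enzyme-free buffer wells were negative controls.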
LDHA inh: LDHA (human) enzyme inhibition; P00338; purified LDHA, NADH/diaphorase-resazurin fluorescence; active compounds read low; activity change, % (values are at about 110 or 230 µM); 480,000 compounds, 0.15% hits; AID 1347041; in the data active = activity change below about -30%; inconclusive = mostly about -25% to -30%;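 note: plate controls were DMSO wells for no effect and wells without enzyme for full effect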
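Human LDH5 at 2 nM final in Tris HCl pH 7.4 with 0.06 mM NADH and 0.2 mM pyruvate, reacted 5 minutes at room temperature. Remaining NADH coupled via diaphorase/resazurin; resorufin fluorescence read at 0 and 20 minutes, normalized to enzyme-free and DMSO wells.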
BLM inh: inhibitors of human Bloom syndrome helicase BLM | P54132 | recombinant BLM DNA unwinding, fluorescence dequenching | Potency, µM (top dose mostly 56.1 µM), without a hit: top-dose activity change, negative = inhibition, hits mostly inhibitors | 350,000 compounds, 0.2% hits;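 note: potency is the fitted concentration of half-maximal effect; plate controls were vehicle for no effect and no enzyme for full effect; nearly all actives have a fitted effect of over 35% in size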
Pol beta inh: inhibitors of human DNA polymerase beta. 340,000 compounds, 1.3% hits. Pol beta primer extension/strand displacement, fluorescence kinetic. Potency, µM (series often up to 114 µM), for the others: at the highest dose activity change, negative = inhibition, actives largely listed as inhibitors. AID 485314; note: potency is the fitted concentration of half-maximal effect; % is set by controls: 0 for no effect and ±100 for the full control effect
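Preincubation: enzyme (10 nM) with compound, 15 min, RT. Reaction: substrate added to 50 nM final. Reads: 0 and 10 min. Analysis: normalized, Hill fit.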
APE1 inh: APE1 (human) endonuclease inhibition | P27695 | recombinant APE1, TAMRA/BHQ-2 abasic DNA cleavage fluorescence | Potency, µM (highest dose often 65.8 µM), for the others: at the top dose activity change, negative = inhibition, most hits filed as inhibitors | 350,000 compounds, 0.35% hits | AID 2517;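 note: potency is the fitted concentration of half-maximal effect; plate controls were vehicle for no effect and reference inhibitor for full effect; nearly all actives have a fitted effect of over 55% in size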
Target sequence (P27695 whole entry, looked up): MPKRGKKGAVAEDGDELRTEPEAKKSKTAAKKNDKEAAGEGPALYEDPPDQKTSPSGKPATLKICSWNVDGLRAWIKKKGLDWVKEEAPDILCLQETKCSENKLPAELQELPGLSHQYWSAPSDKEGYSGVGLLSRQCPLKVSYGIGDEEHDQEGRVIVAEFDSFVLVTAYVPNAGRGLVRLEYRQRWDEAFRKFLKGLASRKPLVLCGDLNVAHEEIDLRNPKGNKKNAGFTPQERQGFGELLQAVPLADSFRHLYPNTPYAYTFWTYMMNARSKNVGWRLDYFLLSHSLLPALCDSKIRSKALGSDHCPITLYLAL
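Enzyme (0.75 nM final) and test compound are incubated 15 min at room temperature before adding 50 nM quenched THF abasic-site duplex. Cleavage dequenches TAMRA, followed at 525/598 nm over three reads one minute apart.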
Glioma ERSR ind: inducers of ER stress response in human glioma cells; Potency, µM, without a hit: top-dose activation, usual class: activators; U87-MG GRP78 promoter luciferase reporter, 16 h; 420,000 compounds, 0.02% hits; AID 602332; note: potency is the fitted concentration of half-maximal effect; series mostly up to about 76 µM; % of control where 0% means no effect; nearly all actives have a fitted effect of over 35% in size
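Stably transfected U87-MG human glioma cells carrying a GRP78-based luminescent sensor were seeded at 1000 cells/well, pin-dosed with compounds and incubated 16 h. Luciferase reagent was then added, and end-point luminescence was read after 10 min at room temperature.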
Pol kappa inh: DNA polymerase kappa (human) inhibition; Q9UBT6; purified Pol kappa, fluorescent DNA synthesis assay, 10 min; Potency, µM (doses to about 107 µM), for inactives: top-dose activity, negative = inhibition, most hits filed as inhibitors; 400,000 compounds, 0.53% hits; AID 588579; note: potency is the fitted concentration of half-maximal effect; % is set by controls: 0 for no effect and ±100 for the full control effect
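Kinetic fluorescence readout at 0 and 10 min followed reaction start with substrate at 50 nM final. Beforehand, enzyme (10 nM Pol kappa) stood 15 min with compound at room temperature; buffer-only wells were negative controls.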
POLH inh: DNA polymerase eta (human) inhibition; Potency, µM (doses to about 114 µM), for inactives: top-dose activity change, negative = inhibition, actives largely listed as inhibitors; Q9Y253; recombinant Pol eta, fluorescent DNA replication assay; 390,000 compounds, 1.2% hits; AID 588591; note: potency is the fitted concentration of half-maximal effect; % is set by controls: 0 for no effect and ±100 for the full control effect
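Pol eta at 10 nM preincubated with compounds 15 min at room temperature; reaction started with fluorescent substrate (50 nM final) and read kinetically at 0 and 10 min.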
Apoferritin bind: binds horse apoferritin like a general anesthetic; Potency, µM (doses to about 77.5 µM), without a hit: top-dose activity change, negative = displacement, hits mostly inhibitors; apoferritin/1-aminoanthracene competitive binding, fluorescence; 350,000 compounds, 0.074% hits; P02791; note: potency is the fitted concentration of half-maximal effect; % is set by controls: 0 for no effect and ±100 for the full control effect; nearly all actives have a fitted effect of over 20% in size
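Probe: 1-aminoanthracene (50% saturated, PBS). Protein: horse-spleen apoferritin, 10 uM. Incubation: 10 min, room temperature. Detection: 380 nm excitation, 535 nm emission. Analysis: normalized response, four-parameter Hill.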
Numbers without * were called inactive; ? = inconclusive; . = not tested or not shown; [ ] = another dose, or the depositor's remark. Unless noted, calls come from the whole dose curve; as a rule, active = well fitted curve in the direction sought with a large enough effect; inconclusive = small, poorly fitted or top-dose-only effect, or another doubt; inactive = no such curve, though single readings can be large; an effect the other way counts as inactive or inconclusive. Only part of the results is shown. The share of hits here may be higher or lower than overall.

SMILES	Pol iota inh	LDHA inh	BLM inh	Pol beta inh	APE1 inh	Glioma ERSR ind	Pol kappa inh	POLH inh	Apoferritin bind
Cc1cccc(NC(=O)c2cccc(S(=O)(=O)Nc3ccccc3C(=O)O)c2)c1	25%	2	-5%	2%	56%[activator]	-3%	2%	-6%	-7%
Cc1ccc2c(c1)CC(C)N2S(=O)(=O)c1nnc(NC(=O)C(C)C)s1 (centres undefined)	8%	-5	-10%	-5%	.	-4%	-2%	13%	0%
Cc1cc(C)nc(-n2nc(C)c3c2N(Cc2ccccc2C)C(=O)CC3c2ccc(Cl)cc2)n1 (centres undefined)	14%	-1	-6%	?	.	-1%	-24%	-8%	-1%
Cc1cc(NC(=O)Cn2cnc3c2c(=O)n(C)c(=O)n3C)n(-c2ccccc2)n1	0%	-1	1%	-8%	-1%	-2%	-20%	-1%	8%
CCCn1c(SCC(=O)Nc2cccc(S(=O)(=O)NC3=NCCCCC3)c2)nc2ccccc2c1=O	45%[activator]	-5	-2%	-5%	-1%	-8%	-11%	8%	-18%
Cc1nc(C(=O)NNC(=O)c2ccc(Cl)cc2)cs1	0%	0	1%	29%	1%	2%	-10%	-4%	-10%
NC(=S)N(c1ccccc1)c1ccccc1	151%[activator]	-6	6%	-1%	3%	-1%	-6%	-7%	-17%
O=C(COC(=O)c1ccccc1NC(=O)c1ccco1)NCC1CCCCC1	19%	-5	0%	23%	2%	-5%	-4%	6%	?
COc1ccc(Cl)cc1NC(=O)/C=C/C(=O)O	12%	1	0%	9%	9%	-3%	-2%	-3%	1%
CC1(CCc2ccccc2)NC(=O)N(CC(=O)Nc2c(F)cccc2F)C1=O (centres undefined)	4%	-2	.	.	12%	-5%	4%	-20%	.
Cc1ccc(C(=O)Nc2nc3n(n2)C(c2ccccc2)CC(=O)N3)cc1 (centres undefined)	10%[58.9 µM]	0	-1%	6%	-5%	-4%	-12%	-9%	6%
Cc1nc2c(C(=O)NCCc3ccc(Cl)cc3)c[nH]n2c(=O)c1Cc1ccccc1F	71µM*	2	-29%	?	.	-1%	-13%	?	-15%
Cn1c(=O)c2sccc2n2c(CCCC(=O)NC3CCCCC3)nnc12	-1%	0	-1%	15%	.	1%	-14%	-12%	-2%
CN(C)C(=O)CSc1nnc(-c2ccco2)n1-c1ccccc1	26%	0	.	.	.	0%	15%	-8%	.
CC[C@]12c3[nH]c4ccccc4c3CCN1C(=O)C(CC(=O)NCCN1CCOCC1)C[C@@H]2C(=O)N1CCN(C(=O)c2ccco2)CC1 (some centres undefined)	6%	5	.	.	-16%	-3%	10%	-7%	.
CCCCCNC(=O)c1cn(CC)c2cc(N3CCN(C)CC3)c(F)cc2c1=O	147%[activator]	-4	4%	10%	-8%	-2%	-2%	-3%	-3%
Cc1cc(Cl)c(OCCOCCN2CCN(C)CC2)c(Br)c1	68%[activator]	-24	-1%	-17%	25%	-1%	-8%	-18%	-11%
CC1(C)CC(=O)C2=C(C1)N(Cc1ccco1)C(=O)C2(NC(=O)C1CCCCC1)C(F)(F)F (centres undefined)	13%	-2	-4%	?	6%	-2%	-3%	-5%	-11%
COC(=O)C(Cc1c[nH]c2ccccc12)NC(=O)C1CC1 (centres undefined)	-13%	-2	-3%	10%	-6%	-1%	2%	-15%	3%
N#CCc1cccnc1Sc1ccc(Cl)cc1	20%	-4	.	.	.	4%	2%	-6%	.
NC1=NC(=O)NC1(c1ccccc1)c1ccccc1	41%[activator]	-6	.	.	.	1%	-14%	-20%	.
Cc1ccc(Cn2c(N3CCN(CCO)CC3)nc3c2c(=O)n(C)c(=O)n3C)cc1	11%	1	2%	9%	8%	-2%	-3%	-1%	-10%
Cc1ccc2[nH]c3c(=O)n(CCN4CCNCC4)cnc3c2c1	25%	-2	5%	9%	7%	-1%	-6%	-4%	-3%
FC(F)(F)c1cc(Cl)c2nnc(C(F)(F)Cl)n2c1	-1%	-1	-3%	-8%	-4%	0%	-4%	-12%	-8%
Cc1nn(C)c(C)c1/C=N/NC(=O)c1csc2ccccc12	-4%	0	-7%	1%	4%	4%	-10%	1%	1%
CCOC(=O)c1c(C)[nH]c(C)c1S(=O)(=O)N1CCN(c2cccc(C(F)(F)F)c2)CC1	-23%	2	-17%	-4%	.	-4%	-5%	?	-14%
O=C(COC(=O)c1ccccn1)NC(=O)c1ccccc1	25%	-1	.	.	23%	6%	-22%	-7%	.
Cc1ccc(-c2nn(Cc3ccccc3)cc2/C=C/C(=O)O)cc1C	11%	-1	3%	3%	3%	1%	-3%	9%	-11%
O=C(Cn1c2ccc(F)cc2c2nc3n(c(=O)c21)CCS3)Nc1ccccc1F	.	.	-2%	-8%	1%	.	.	.	-3%
O=C(Nc1nnc(-c2ccncc2)o1)c1ccc(Br)s1	172%[activator]	2	-7%	-4%	21%	-1%	-3%	-5%	-5%
CN(C)c1cc2c3ccccc3ccc2c2ccccc12	14%	13	.	.	.	-2%	-3%	.	.
COc1ccccc1CNC(=O)c1ccc(-c2nc(CS(=O)c3ccccc3)c(C)o2)cc1 (centres undefined)	10%	-2	-2%	-1%	.	-3%	-9%	-4%	-10%
Cc1c(Cl)cccc1NC(=O)C(C)n1c(=O)cc(C)c2c(C)nn(-c3ccccc3)c21 (centres undefined)	18%	-6	-3%	1%	.	-5%	-25%	-22%	-2%
O=C(/C=C1\SC(=O)NC1=O)Nc1ccc(F)cc1	54%[activator]	-7	-6%	-5%	?	3%	-1%	-18%	-4%
Cn1c(SCC(=O)Nc2cccnc2Cl)nc2ccccc21	24%	-6	.	.	26%	1%	-7%	-19%	.
COc1ccccc1/C=N/NC(=O)c1ccc(Cn2nc([N+](=O)[O-])cc2C)cc1	-7%	-4	0%	-12%	5%	-2%	-7%	-19%	-12%
Cc1ccc(SCCC(=O)Nc2cccnc2)cc1	45%[activator]	-6	-1%	7%	-6%	-4%	1%	-22%	-9%
Cc1nc2c(-c3ccccc3)c(C)nn2c(C)c1CCC(=O)NCc1ccccc1Cl	16%	2	0%	15%	.	-4%	-5%	-13%	-3%
Cc1ccc(C)c(NC(=S)NNC(=O)c2csc(C(C)C)c2)c1	9%	-5	-4%	-10%	-7%	4%	-12%	-5%	?
COc1ccc(CCNS(=O)(=O)c2cn(C)nc2C)cc1OC	-8%	1	0%	-8%	17%	-4%	-9%	-3%	-2%
CCNc1nc(OC)nc(Oc2ccc(=O)n(-c3ccccc3)n2)n1	73%[activator]	-3	-4%	-29%	2%	-4%	-2%	-7%	5%
CCCCSc1nnc2n(-c3ccc(OC)cc3)c(=O)c3c4c(sc3n12)COC(C(C)C)C4 (centres undefined)	-5%	-11	-2%	29%	.	-3%	-4%	-5%	-15%
COC(=O)c1cc(C(=O)NCC2CCCCC2)cc([N+](=O)[O-])c1	21%	-5	-3%	1%	30%	-2%	2%	-14%	3%
FC(F)(F)c1ccccc1NC(=S)N1CCCCCC1	72%[activator]	-1	-1%	-20%	5%	2%	0%	-15%	?
Cn1c(=O)n(C)c2cc(N3CCOCC3)c(NC(=O)c3c(F)cccc3F)cc21	2%	19	-4%	-4%	.	-1%	?	2%	-6%
CCN(CC)c1ccc(C(=O)N/N=C(\C)c2ccc(OC)c(OC)c2)cc1	0%	-1	1%	-26%	3%	-4%	-6%	?	-9%
CCNC(=O)c1ccc(-n2nc(C(F)(F)F)c3c2CCCC3)cc1	1%	-5	1%	2%	-9%	-4%	0%	-8%	-8%
O=C(NCC1CCCO1)C(=O)NCC(c1ccco1)N1CCN(c2ccc(F)cc2)CC1 (centres undefined)	20%	-2	4%	3%	4%	0%	-4%	4%	-14%
O=C(NCCC1=CCCCC1)c1ccc2c(c1)ncn2-c1cccc(Cl)c1	27%	3	-7%	-1%	.	0%	0%[60.1 µM]	-7%	0%
CCOCCCNC(=O)C1CCC(=O)N1CCc1ccccc1 (centres undefined)	16%	-6	0%	-2%	6%	-1%	-8%	-15%	-11%
Cc1cccc2c1-c1sc(C(=O)Nc3cccc([N+](=O)[O-])c3C)cc1CO2	7%	1	3%	0.2µM*	-1%	-4%	-9%	-6%	2%
Cc1cccc(NC(=O)Cn2ccn(-c3ccc4c(c3)OCCO4)c(=O)c2=O)c1	34%[activator]	2	.	.	9%	-3%	0%	-12%	.
O=C(O)c1ccc(Nc2nc(-c3cc4ccccc4oc3=O)cs2)cc1O	22µM*	-5	-29%	100µM*	-7%	3%	56µM*	25µM*	-3%
CCCCn1c(-c2ccc(C)cc2)c(C)n2c3c(=O)n(C)c(=O)n(C)c3nc12	11%	-3	-11%	10%	.	-3%	-10%[60.1 µM]	-13%	44%[activator]
O=C(NCc1ccc(Cl)cc1)C1CCCN(c2ncnc3c2nc2n3CCCCC2)C1 (centres undefined)	21%	0	2%	12%	-9%	-2%	10%	-6%	-2%
CC(C)c1ccc(N(C(=O)c2csnn2)C(C(=O)NC(C)(C)C)c2cccnc2)cc1 (centres undefined)	3%	-8	1%	-3%	-2%	-3%	-22%	-4%	-10%
COc1ccc(CC(=O)NC(C)CCc2ccccc2)cc1OC (centres undefined)	43%[activator]	-2	0%	1%	8%	-3%	-14%	-9%	-4%
CC(=O)NNC(=O)CC(=O)Nc1nc(C23CC4CC(CC(C4)C2)C3)cs1	11%	-4	0%	-2%	-1%	-4%	4%	-21%	?
COc1cc(/C=C/C(=O)N2CCCCC2=O)cc(OC)c1OC	.	.	-3%	.	11%	-11%	-9%[19.4 µM]	.	.

Look-ups from the list.
Reading of `CCCCn1c(-c2ccc(C)cc2)c(C)n2c3c(=O)n(C)c(=O)n(C)c3nc12` in Pol kappa inh: -10%[60.1 µM]
Reading of `O=C(NCc1ccc(Cl)cc1)C1CCCN(c2ncnc3c2nc2n3CCCCC2)C1` (centres undefined) in Glioma ERSR ind: -2%

Screens as filed in PubChem.
